# High-throughput results from PubChem.
# Giardia kill: Giardia lamblia killing; AID 540267; activity change, % at 7.66 µM, hits read low; 340,000 compounds, 0.15% hits; Giardia lamblia trophozoite viability; in the data active = activity change below about -80%; inconclusive = between about -30% and that limit;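 also: parasites exposed to compound for two days anaerobically before the ATP read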
#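 Trophozoite viability was measured as ATP-dependent luminescence, read 15-30 min after reagent addition. Before that, parasites at 100 cells/well were exposed to compounds for 48 h, anaerobically, at 37 deg C.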
# USP2a inh: blocks human ubiquitin-specific protease USP2a; 330,000 compounds, 0.01% hits; USP2 core, Ub-CHOP2 coupled fluorogenic reporter, 485/531; Potency, µM (titrated, usually from 38.3 µM), for inactives: at the highest dose activity change, negative = inhibition, most hits filed as inhibitors; O75604;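 also: potency is read from the fitted curve at half-maximal effect; plate controls were DMSO wells for no effect and full inhibition by NEM control for full effect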
#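 USP2 core (10nM final) preincubated 30min RT with compound in 20mM Tris-HCl pH 8.0, 2mM CaCl2, 2mM beta-mercaptoethanol, 0.05% CHAPS; 25nM Ub-CHOP2 plus 25nM reporter substrate added, fluorescence (Ex485/Em531) read after 60min.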
# hERG WT inh: blocks the wildtype human KCNH2 potassium channel; U2OS, BacMam KCNH2, thallium flux FluxOr; hits give low values; activity change, % at 1.84 µM; 340,000 compounds, 0.37% hits; AID 720551;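 active = maximum activity change below -70%; inconclusive = maximum activity change between -70% and -50%; inactive = maximum activity change above -50%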
#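 U2OS cells were transduced with wild-type KCNH2 virus (2.03 x 10^8 / mL) for 4 h at room temperature, then cultured overnight at 37 C. Thallium flux was read with FluxOr dye. Rate constants were normalized to DMSO controls.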
# B2AR arrestin: beta2AR (human) beta-arrestin recruitment activity | P07550 | 330,000 compounds, 0.02% hits | AID 492947 | beta-arrestin recruitment to beta2AR, cell-based reporter | Potency, µM (series often up to 46.1 µM), inactives show top-dose activation, usual class: activators;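 also: potency is read from the fitted curve at half-maximal effect; 0% = DMSO controls and full agonism = EC100 isoproterenol or metaproterenol; nearly all actives have a fitted effect of over 65% in size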
# Eya2 inh: Eya2 (human) phosphatase inhibition. recombinant Eya2, OMFP fluorescence dephosphorylation (OMFP is methylfluorescein phosphate). Potency, µM (series often up to 76.9 µM), for inactives: at the highest dose activity, negative = inhibition, hits mostly inhibitors. O00167. 330,000 compounds, 0.006% hits. AID 488837; also: potency is read from the fitted curve at half-maximal effect
# Target sequence (O00167 whole entry, looked up): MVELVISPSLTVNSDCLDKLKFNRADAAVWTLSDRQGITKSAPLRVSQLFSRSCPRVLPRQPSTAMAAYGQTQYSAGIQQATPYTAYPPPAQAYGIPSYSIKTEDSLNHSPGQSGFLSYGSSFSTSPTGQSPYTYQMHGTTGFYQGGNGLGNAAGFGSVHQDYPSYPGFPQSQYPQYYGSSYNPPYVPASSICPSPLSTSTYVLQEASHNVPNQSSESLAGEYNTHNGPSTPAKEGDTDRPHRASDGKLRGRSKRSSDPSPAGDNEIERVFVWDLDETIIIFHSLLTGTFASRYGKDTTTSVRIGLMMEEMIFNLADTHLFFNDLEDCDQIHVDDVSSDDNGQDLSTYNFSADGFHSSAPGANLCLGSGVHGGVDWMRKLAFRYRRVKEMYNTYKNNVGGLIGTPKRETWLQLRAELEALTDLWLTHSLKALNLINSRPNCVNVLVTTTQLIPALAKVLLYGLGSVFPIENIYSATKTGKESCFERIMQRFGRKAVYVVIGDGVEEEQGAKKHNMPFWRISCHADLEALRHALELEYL
#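 Eya2 (0.2 uM) preincubated 10 min at ambient with compound, then OMFP substrate added at 50 uM; 10 min reaction in 50 mM HEPES pH 7.5, 50 mM NaCl, 5 uM MgCl2, 0.05% BSA, 1 mM DTT. Fluorescence read at Ex 485/Em 525 nm.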
# BCR signal inh: blocks chronic active B-cell receptor signaling; ABC-DLBCL IkBa-CBG/CBR reporter, luminescence ratio, 4 h; Potency, µM (top dose mostly 46.1 µM), without a hit: at the highest dose ratio change, negative = lower green/red ratio, hits mostly inhibitors; 340,000 compounds, 0.05% hits; AID 493014; active = well fitted inhibition curve with a large enough effect in the signal ratio, with a control signal flat, not every such curve was filed as active; inconclusive = small, poorly fitted or top-dose-only effect, or effect the other way, or a change in a side signal; the % refers to the signal ratio;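 also: potency is read from the fitted curve at half-maximal effect; plate controls were basal doxycycline-induced cells for no effect and cells given 10 µM MG132 for full effect; MG132 reads +100%, hits lower the ratio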
#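 TMD8 ABC-DLBCL cells carrying doxycycline-inducible green luciferase fused to IkappaBalpha plus unfused red luciferase were exposed to compounds (up to 46 uM) for 4 hrs at 37C. Activity came from the overlap-corrected green/red luminescence ratio.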
# PKM2 activator: PKM2 (human) enzyme activation; purified PKM2, Kinase-Glo ATP luminescence, activation; response scale: 0% is enzyme alone, no compound; Potency, µM (series often up to 57.5 µM), for the others: top-dose activation, most hits filed as activators; 260,000 compounds, 0.34% hits; AID 1631; also: potency is read from the fitted curve at half-maximal effect; nearly all actives have a fitted effect of over 55% in size
# Target sequence (P14618 whole entry, looked up): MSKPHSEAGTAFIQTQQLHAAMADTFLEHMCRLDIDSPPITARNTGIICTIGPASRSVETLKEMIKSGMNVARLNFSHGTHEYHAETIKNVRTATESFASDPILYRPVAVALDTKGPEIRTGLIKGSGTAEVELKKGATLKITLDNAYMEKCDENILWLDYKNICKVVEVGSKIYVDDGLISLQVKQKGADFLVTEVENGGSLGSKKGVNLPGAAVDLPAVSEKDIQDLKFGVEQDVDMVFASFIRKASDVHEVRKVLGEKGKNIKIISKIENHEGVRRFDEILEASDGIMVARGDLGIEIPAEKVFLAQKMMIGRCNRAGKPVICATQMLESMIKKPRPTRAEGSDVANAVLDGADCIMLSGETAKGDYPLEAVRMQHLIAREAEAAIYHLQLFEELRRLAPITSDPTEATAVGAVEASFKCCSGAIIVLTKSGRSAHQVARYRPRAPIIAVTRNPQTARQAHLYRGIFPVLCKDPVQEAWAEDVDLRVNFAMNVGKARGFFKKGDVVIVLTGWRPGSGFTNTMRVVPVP
#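 ATP formation by purified human PK-M2, quantified via coupled luciferase luminescence after 1 h at room temperature with 0.1 mM ADP and 0.5 mM PEP final.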
# uPA generation: cell surface uPA generation inhibition. Potency, µM (top dose mostly 38.3 µM), for the others: at the top dose activity change, negative = inhibition, usual class: inhibitors. 330,000 compounds, 0.31% hits. cell surface uPA generation assay, qHTS; active = well fitted inhibition curve with a large enough effect; inconclusive = small, poorly fitted or top-dose-only effect; inactive = no such curve, though single readings can be large or run the other way; tested in mouse RAW 264.7 cells; also: potency is read from the fitted curve at half-maximal effect; nearly all actives have a fitted effect of over 55% in size
# FBPA coupling cs: inhibits coupling enzyme system, counter-screen for aldolase hits; coupling enzyme system counterscreen, AmpLite Red fluorescence; activity change, negative = inhibition, % at 58.2 µM, hits read low; 290,000 compounds, 0.67% hits; in the data active = activity change below about -30%
#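 Activity here indicates interference with the coupling reaction, not aldolase inhibition. Compounds at 57.5 uM final met coupling enzymes for 10 min at RT; substrate and AmpLite Red detection followed, with a 525/598 nm fluorescence read after 20 min.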
# GALK inhibitor: inhibitors of human galactokinase; P51570; Purified GALK, Kinase-Glo residual ATP luminescence; Potency, µM (top dose mostly 57.5 µM), without a hit: at the highest dose activity change, negative = inhibition, most hits filed as inhibitors; 270,000 compounds, 0.007% hits; AID 1868; also: potency is read from the fitted curve at half-maximal effect
#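 Compounds were pin-transferred into ATP buffer (35 uM final), then GALK plus galactose (5 nM, 100 uM final) was added. After 1 h at room temperature, Kinase-Glo Plus was added and luminescence read after 10 min.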
# KCNH2 3.1 inh: inhibitors of human KCNH2 3.1 potassium channel isoform. U2OS KCNH2 3.1, thallium flux FluxOr; hits give low values. activity change, % (tested at about 1.8 µM). 340,000 compounds, 0.95% hits. AID 720553;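 active = maximum activity change below -70%; inconclusive = maximum activity change from -70% to -50%; inactive = maximum activity change above -50%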;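 also: thallium influx rate constant from kinetic fluorescence after stimulation buffer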
#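 Thallium flux read-out: FluxOr dye with Red40 quencher in HBSS/HEPES, 45 min at RT. Rate constants from kinetic reads were normalized to positive and negative DMSO controls. Cells: U2OS virally expressing the 3.1 isoform.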
# Active calls of the source: *; ? = inconclusive; . = not tested or not shown; [ ] = another dose, or the depositor's remark. Unless noted, calls follow the shape of the dose curve; as a rule, active = well fitted curve in the direction sought with a large enough effect; inconclusive = small, poorly fitted or top-dose-only effect, or another doubt; inactive = no such curve, though single readings can be large; an effect the other way counts as inactive or inconclusive. Unless noted, % is scaled to controls: 0 for no effect and ±100 for the full control effect.
SMILES,Giardia kill,USP2a inh,hERG WT inh,B2AR arrestin,Eya2 inh,BCR signal inh,PKM2 activator,uPA generation,FBPA coupling cs,GALK inhibitor,KCNH2 3.1 inh
CC(C)[C@H](NS(=O)(=O)c1ccc2c(c1)OCCO2)C(=O)OCC(=O)Nc1cc(Cl)ccc1Cl,14,2%,-4,-0.4%,-4%,?,-1%,0%,-2,.,3
CN1CCN(C2=C(Cl)C(=O)N(c3cccc(Cl)c3)C2=O)CC1,-16,0%,-4,-0.1%,14%,-3%,3%,-2%,-2,-4%,-2
CN(C)/C=C1/N=C(c2ccccc2)OC1=O,-4,5%,0,0.0%,-1%,?,-1%,3%,-1,-1%,9
CCSC1=C(C#N)C(c2ccccc2OC)CC(=O)N1 (stereo not given),14,3%,0,-0.1%,-22%,-12%,-3%,11%,0,1%,2
COc1ccc(CCN2CC(C(=O)N(C)CCc3cn[nH]c3)CCC2=O)cc1 (stereo not given),1,0%,31,-0.5%,4%,-1%,-1%,6%,1,.,0
CCOC(=O)c1ccc(CNCc2ccc(Br)cc2)cc1,18,-5%,-9,0.3%,-1%,-8%,-7%,1%,3,1%,-46
COc1ccc(NC(=O)COC(=O)C2CCN(S(=O)(=O)c3cccs3)CC2)cc1OC,3,2%,3,-0.6%,2%,6%,.,1%,.,.,-22
CC(C)CCNC(=O)C1CCCN1C(=O)NC1CCCCC1 (stereo not given),-9,0%,3,-0.8%,4%,0%,-1%,1%,2,-2%,0
N#Cc1nc(COc2ccc(Br)cc2)oc1NCCCn1ccnc1,0,0%,23,0.3%,-8%,?,4%,-6%,2,0%,-25
CCC1Oc2ccccc2N(CC(=O)NC2CCCC2)C1=O (stereo not given),-5,-3%,-14,0.2%,-4%,2%,-7%,4%,0,-1%,2
Cn1c(N)c(C(=O)c2ccc(F)cc2F)c(=O)n(C)c1=O,-6,0%,-5,-0.7%,2%,-3%,3%,5%,2,-3%,8
OC(Cn1cncn1)(c1ccccc1)c1ccccc1,14,3%,3,0.3%,-9%,25%,2%,-3%,0,-3%,8
Cc1nc(NC(C)c2ccccc2)c2oc3ccccc3c2n1 (stereo not given),29,-6%,-7,0.0%,-8%,?,0%,-11%,-1,-1%,-10
NS(=O)(=O)c1cccc(NC(=O)CSc2nc3ccc(Cl)cc3[nH]2)c1,-2,0%,-15,-0.1%,13%,3%,-13%,4%,-4,6%,-4
CCCc1cc(C(=O)Nc2cc(C)nn2-c2ccccc2)no1,-9,-1%,-2,0.2%,12%,1%,1%,0%,4,2%,-2
O=C(CN1C(=O)S/C(=C\c2ccc(Cl)cc2)C1=O)NCCCn1ccnc1,-4,-1%,11,-0.8%,17%,-12%,.,-23%,.,3%,?
O=C1C2C3CC(C(Br)C3Br)C2C(=O)N1c1ccccn1 (stereo not given),-6,2%,3,0.2%,6%,4%,0%,0%,1,-1%,-3
COc1ccc(CCN=C(N)NS(=O)(=O)c2cccs2)cc1,2,8%,-7,-0.2%,-7%,1%,1%,3%,5,1%,-1
COc1ccc(Nc2nccc3c2nnn3C)cc1,0,1%,2,0.5%,15%,-4%,-5%,1%,1,9%,-4
N#CCn1c(C2CCCCC2)nc2ccccc2c1=O,-2,2%,-5,-1.0%,20%,?,0%,-13%,5,1%,-8
O=C(CCc1ccccc1)NC1CCS(=O)(=O)C1 (stereo not given),-10,1%,-6,-0.3%,6%,?,.,4%,.,.,7
Cc1ccc(S(=O)(=O)NCCn2nc(C)cc2C)cc1,?,-1%,-2,-0.1%,1%,-5%,-2%,-1%,1,11%,6
Cc1ccc(N2C(=O)C3CCC(C)(C2=O)C3(C)C)cc1 (stereo not given),8,0%,-1,0.1%,-4%,?,-3%,0%,5,4%,-77*
Oc1ccc(C2C=C(c3ccc(F)cc3)Nc3ncnn32)cc1 (stereo not given),31[activator],-1%,-10,-0.4%,20%,?,4%,2%,4,.,-4
Cc1ccc2oc(-c3ccc(NC(=O)CC(C)C)cc3)nc2c1,-10,0%,-17,0.1%,4%,?,-1%,3%,3,6%,-1
SMILES,Giardia kill,USP2a inh,hERG WT inh,B2AR arrestin,Eya2 inh,BCR signal inh,PKM2 activator,uPA generation,FBPA coupling cs,GALK inhibitor,KCNH2 3.1 inh
COc1cccc(C(=O)NCC(=O)N/N=C(\C)Cc2ccccc2)c1,-5,1%,1,-0.2%,?,-16%,13%[0.46 µM],2%,4,3%,10
CNC(=O)CCC(=O)Nc1ccc(C(=O)OC)cc1,4,0%,12,0.2%,11%,1%,-1%,0%,1,0%,11
COc1cc(-c2cc(C(=O)Nc3cccc(S(=O)(=O)N(C)C)c3)c3ccccc3n2)cc(OC)c1OC,13,-5%,-1,1.0%,9%,0%,.,3%,-4,2%,-4
COc1cc(/C=C(/C(=O)O)c2ccc(-c3ccccc3)cc2)cc(OC)c1OC,13,-1%,5,0.1%,10%,?,-7%,-6%,7,-8%,-17
COC(=O)C(NC(C)=O)(Nc1nc2c(C)cc(C)cc2s1)C(F)(F)F (stereo not given),-9,-8%,-8,-0.2%,-17%,12%,-5%,-11%,0,1%,4
CCNC(=S)NNC(=O)c1csc2c1CCCC2,13,0%,0,-0.1%,-7%,?,-4%,.,2,-2%,7
CCCC(=Nc1ccccc1OC)C1=C(O)CC(c2ccccc2)CC1=O (stereo not given),5,4%,0,-1.1%,6%,7%,-3%,-6%,13,.,2
CN(C)c1cccc(C(=O)NNC(=S)NC2CCCC2)c1,-1,1%,2,-0.5%,8%,?,1%,2%,0,4%,1
c1ccc(SCCCCN2CCOCC2)cc1,-5,0%,5,-0.5%,1%,-2%,0%[11.5 µM],13%,0,-8%,-2
CC1(C)Cc2noc(N)c2C(C)(C)N1OC(=O)c1scc2c1OCCO2,-10,3%,5,-0.3%,-10%,-1%,0%,4%,0,1%,2
O=C(O)c1cc(N2C(=O)CCC2=O)ccc1NCc1cccnc1,-9,0%,2,-1.0%,10%,2%,-2%,5%,1,-1%,18
CCOc1[nH]n(-c2ccccc2)c(=O)c1C=Nc1ccc(OC)cc1,10,14%,-2,0.0%,16%,5%,-1%,-7%,-1,0%,0
CCCC(=O)Nc1nc(-c2ccc3c(c2)CCN3S(C)(=O)=O)cs1,3,-1%,8,0.0%,-6%,?,-2%,8%,-2,-1%,1
O=C(OCc1ccc([N+](=O)[O-])cc1)c1ccc2ccccc2n1,-12,-1%,3,-0.1%,14%,8%,-1%,-1%,1,-1%,-3
O=C(Nc1cccc(-c2cccc(F)c2)c1)C1CCN(C2CCOCC2)CC1,11,4%,-15,-0.2%,5%,0%,.,?,0,2%,?
COC(CNC(=O)CCCn1nnnc1CN1CCOCC1)c1cccs1 (stereo not given),27,-2%,-3,-0.2%,7%,0%,-18%,0%,-1,.,1
O=C(NCc1cccnc1)c1cccc(C(F)(F)F)c1,7,1%,3,-2.1%,7%,5%,1%,28%,-6,-4%,18
COCC(=O)Nc1cccc(-c2ccc3nncn3n2)c1,3,0%,-5,0.0%,11%,0%,.,-1%,0,-1%,3
CCN(c1ccccc1)S(=O)(=O)c1ccc(C(=O)Nc2ncccc2O)cc1,-13,0%,1,-0.3%,-8%,-1%,1%,2%,.,-4%,9
N#CC(C#SN)=C1CCCCC1,-5,-3%,14,-0.1%,-16%,-12%,-8%,2%,-1,1%,-20
Cc1ccc(S(=O)(=O)CC(=O)NC2CC2)cc1,-7,2%,-7,0.1%,9%,?,-1%,-3%,1,-2%,4
O=C(Cn1[nH]c(=O)c2ccccc2c1=O)Nc1cccc(-c2nnc3n2CCCCC3)c1,0,3%,1,-0.3%,2%,-3%,4%,1%,2,3%,-6
COC(=O)c1sccc1NC(=O)CN(C)NS(=O)(=O)c1ccc(Cl)cc1,1,3%,1,-0.2%,-8%,-21%,-4%,-4%,0,-2%,10
Cc1cc(Cl)cc(C)c1OCCn1ccnc1,-5,6%,6,0.4%,8%,1%,.,-13%,2,2%,0
Cc1cccc(OCCCC(=O)NC(C)C)c1,-3,4%,-1,0.2%,10%,1%,-7%,-3%,4,-2%,18
O=C(CN1CCN(CCC(=O)Nc2ccccc2F)CC1)Nc1ccc(Cl)cc1,-2,2%,-102*,-0.2%,-13%,?,-6%,0%,1,-1%,-108*
